# mIAP activ: increases mouse intestinal alkaline phosphatase activity. muIAP, CDP-Star luminescence, 30 min; hits give high values; 1 = vehicle-only enzyme signal, 0 = enzyme-free wells. 0.24% of 330,000 active. activation factor at 10 µM;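 active means activation factor of at least 2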; further: the source names both 10 and 20 µM as test concentration; values of inactives mirror those of a sister screen read the other way
#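 Assay system: mouse IAP enzyme; Reagent: CDP-Star chemiluminescent phosphatase substrate; Compound: DMSO-dissolved test compounds; Incubation: 30 min, room temperature; Technique: luminescence from enzymatic CDP-Star hydrolysis; Controls: DMSO-only wells and no-enzyme negative control.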
# NR3A LBD binder: modulates the human NR3A ligand-binding domain. NR3A LBD differential scanning fluorimetry, Tm shift; 0% = protein alone, 100% = glycine-bound protein. Tm shift relative to glycine control, % at 25 µM. 2.5% of 340,000 active. AID 1259313;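 active means melting temperature shift of at least 10% of the positive control shift, at one fixed dose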
# hIAP inh: blocks human intestinal alkaline phosphatase; purified IAP, CDP-Star luminescence, 30 min; inhibition, % at 10 µM; 0.12% of 330,000 active;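 active means inhibition reaching a set limit with compound at 10 µM in the primary screen, cut at about 35% in these data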;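 further: plate controls were DMSO wells with enzyme for no effect and no-enzyme buffer wells for full effect; values of inactives mirror those of a sister screen read the other way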
# Target sequence (P09923 whole entry, looked up): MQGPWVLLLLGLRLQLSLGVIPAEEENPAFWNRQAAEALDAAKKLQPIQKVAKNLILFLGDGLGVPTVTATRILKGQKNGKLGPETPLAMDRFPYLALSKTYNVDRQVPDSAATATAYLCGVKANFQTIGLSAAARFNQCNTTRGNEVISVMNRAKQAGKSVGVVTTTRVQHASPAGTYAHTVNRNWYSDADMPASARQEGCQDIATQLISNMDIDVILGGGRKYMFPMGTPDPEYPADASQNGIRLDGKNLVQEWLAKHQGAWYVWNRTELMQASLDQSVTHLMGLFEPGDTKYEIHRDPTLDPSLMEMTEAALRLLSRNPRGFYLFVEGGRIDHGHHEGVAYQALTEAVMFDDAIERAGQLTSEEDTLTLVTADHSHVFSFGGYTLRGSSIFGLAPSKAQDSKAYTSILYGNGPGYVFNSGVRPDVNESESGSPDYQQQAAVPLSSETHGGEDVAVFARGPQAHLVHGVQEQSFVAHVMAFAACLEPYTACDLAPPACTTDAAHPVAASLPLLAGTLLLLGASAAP
# MPTP block: inhibitors of mitochondrial permeability transition pore; isolated mouse mitochondria, Ca2+ swelling absorbance, 30 min; inhibition, % at 10 µM; 1.4% of 360,000 active; AID 602449;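 active means inhibition of 50% or more, scaled per plate between neutral and stimulator controls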;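 further: 0% = DMSO wells given calcium and 100% = 1 mM EGTA wells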
# mIAP block: mouse IAP inhibition; AID 2806; inhibition, % at 10 µM; purified mouse IAP, CDP-Star luminescence, 30 min; 0.2% of 330,000 active;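 active means inhibition of at least 40% at 10 µM in the primary screen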;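 further: plate controls were DMSO with enzyme for no effect and no enzyme wells for full effect; values of inactives mirror those of a sister screen read the other way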
# A3G deaminase: inhibitors of human APOBEC3G DNA deaminase | Q9HC16 | recombinant A3G, ssDNA deamination FAM/TAMRA fluorescence | inhibition, % at 20 µM | 0.28% of 330,000 active;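 active means inhibition of at least 40% at 20 µM, with no more than 30% in the related APOBEC3A deaminase screen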;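 further: plate controls were DMSO wells with A3G for no effect and wells lacking A3G enzyme for full effect; some compounds called inactive have numbers as strong as hits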
# Target sequence (Q9HC16 whole entry, looked up): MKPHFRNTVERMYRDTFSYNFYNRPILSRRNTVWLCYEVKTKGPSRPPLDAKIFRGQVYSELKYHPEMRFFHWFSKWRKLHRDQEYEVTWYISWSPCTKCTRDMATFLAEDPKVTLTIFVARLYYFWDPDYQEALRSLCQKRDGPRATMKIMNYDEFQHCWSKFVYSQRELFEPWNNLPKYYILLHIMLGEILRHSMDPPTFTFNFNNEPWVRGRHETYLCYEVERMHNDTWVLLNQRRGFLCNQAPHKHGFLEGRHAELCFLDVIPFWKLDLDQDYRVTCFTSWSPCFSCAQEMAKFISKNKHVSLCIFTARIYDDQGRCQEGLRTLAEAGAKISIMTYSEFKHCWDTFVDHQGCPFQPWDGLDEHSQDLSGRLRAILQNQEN
# MIN6 prolif: MIN6 beta-cell proliferation induction | MIN6 cells proliferation, ATPlite luminescence, 48 h; cells starved in 0.2% serum; 100% = growth in 10% serum | proliferation, % at 10 µM | 0.29% of 330,000 active | AID 2380;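 active means compounds whose signal lies at least 3.5 SD above the mean of all wells on their plate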;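 further: 0% = DMSO-treated cells in low-serum medium and 100% = 10% serum control; some compounds called inactive have numbers as strong as hits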
# A3A deaminase: human APOBEC3A DNA deaminase inhibition. P31941. 0.41% of 330,000 active. inhibition, % at 20 µM. AID 493011. recombinant A3A, FAM/TAMRA ssDNA deamination fluorescence;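 active means at least 40% inhibition at 20 µM here, with at most 30% in a related deaminase screen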;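 further: plate controls were A3A with DMSO for no effect and wells lacking A3A enzyme for full effect; some results filed as inactive read as strong as hits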
# Target sequence (P31941 whole entry, looked up): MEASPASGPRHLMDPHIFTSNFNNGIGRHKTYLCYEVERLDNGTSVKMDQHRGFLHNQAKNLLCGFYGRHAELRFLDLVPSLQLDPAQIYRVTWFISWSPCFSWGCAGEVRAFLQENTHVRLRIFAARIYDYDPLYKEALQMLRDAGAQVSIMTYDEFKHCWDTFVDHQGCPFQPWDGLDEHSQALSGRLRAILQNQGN
# hIAP act: human IAP activation. P09923. purified human IAP, CDP-Star luminescence, 30 min; hits give high values; 1 = vehicle-only enzyme, 0 = enzyme-free background. activation factor at 10 µM. 0.16% of 330,000 active. AID 2524;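 active means activation factor of the enzyme at least 2-fold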; further: the source names both 10 and 20 µM as test concentration; values of inactives mirror those of a sister screen read the other way
# The depositor's hits bear a star; · = no result given; & = joins results of further samples. Hits appear at their usual frequency. Share with any hit: about 5%.
1	CCOC(=O)C1CCCN(C(=O)c2cc3nc(-c4cccc(OC)c4)cc(C(F)(F)F)n3n2)C1 (centres undefined)
2	CCc1ccc(S(=O)(=O)Nc2ccc(Cl)cn2)cc1
3	CCCCCC(C)NC(=S)NC(=O)c1cc(S(=O)(=O)N2CCOCC2)ccc1C (centres undefined)
4	COc1cccc(C(=O)Nc2ccccc2C(=O)NC2CC2)c1
5	CCN(CC(=O)Nc1ccc(NC(C)=O)cc1)C(=O)CCN1C(=O)C2CC=CCC2C1=O (centres undefined)

assay / entry	1	2	3	4	5
mIAP activ	0.87	1	0.9	1	0.96
NR3A LBD binder	3	4	-5	2	2
hIAP inh	18	14	7	23	-15
MPTP block	3.3	2.4	2.2	-2.9	-1.6
mIAP block	13	-1	10	-1	4
A3G deaminase	-4	-9	-8	-1	-5
MIN6 prolif	0	4.9*	0	-2	6
A3A deaminase	-2	-2	-1	-1	1
hIAP act	0.82	0.85	0.93	0.77	1.2

6	CCC(=O)NNc1nc2c(C)cc(C)cc2s1
7	COc1ccc(CCNC(=O)c2ccc3nc[nH]c3c2)cc1
8	CC1CCN(C2=C(NS(=O)(=O)c3ccc(Br)cc3)C(=O)c3ccccc3C2=O)CC1
9	COc1ccc(C(=O)N2CCCC(c3nc(-c4cc(OC)c(OC)c(OC)c4)no3)C2)cc1 (centres undefined)
10	COc1ccc(CN2CC(C(=O)N3CC(C)CC(C)C3)CC2=O)cc1 (centres undefined)

assay / entry	6	7	8	9	10
mIAP activ	0.94	0.85	0.94	1	0.95
NR3A LBD binder	0	-13	-9	-4	0
hIAP inh	-62	-28	-18	9	11
MPTP block	0.2	0.0	2.3	-0.4	2.8
mIAP block	6	15	6	-4	5
A3G deaminase	1	-6	-1	-3	1
MIN6 prolif	1	-4	-8	4	5
A3A deaminase	0	1	-1	3	-3
hIAP act	1.6	1.3	1.2	0.91	0.89

11	C#Cc1cccc(NC(=O)Cc2cccs2)c1
12	O=C(COc1ccc(F)cc1)N1c2ccccc2CCc2ccccc21
13	CCOC(=O)c1ccc(NC(=O)NC2CC3CCC(C2)N3C(=S)NC)cc1 (centres undefined)
14	COc1cc(C(F)(F)F)nc2ccc(C#CCOC(=O)Nc3ccccc3)cc12
15	O=C(O)CCSc1ccc2ccccc2n1

assay / entry	11	12	13	14	15
mIAP activ	1.1	0.99	1.3	0.91	1&1
NR3A LBD binder	-1	0	-1	-3	0&0
hIAP inh	0	-34	-23	-53	0&-5
MPTP block	0.3	5.6	4.1	11	-3.0&-0.6
mIAP block	-10	1	-29	9	-1&-1
A3G deaminase	-5	-6	0	-6	1&-3
MIN6 prolif	-2	2	-5	-6	-1&0
A3A deaminase	-3	-2	1	-2	0&1
hIAP act	1	1.3	1.2	1.5	0.99&1.1

16	Cn1c(-c2ccccc2)cnc1SCC(N)=O
17	COc1ccc(CNC(=S)N/N=C/c2ccc(OC)c(OC)c2)cc1
18	CNCc1c(C)nn(-c2ccccc2)c1C
19	COc1ccc(N2CCN(C(=O)c3ccccc3NC(=O)C3=C(C)OCCS3)CC2)cc1
20	Cc1ccc(NS(=O)(=O)c2c(C)[nH]c(C)c2C(=O)N2CCCCC2)cc1Cl

assay / entry	16	17	18	19	20
mIAP activ	0.94	0.95	1	0.94	0.98
NR3A LBD binder	0	0	0	0	-1
hIAP inh	-6	-6	-15	-12	3
MPTP block	1.1	-4.5	1.5	-0.6	0.4
mIAP block	6	5	0	6	2
A3G deaminase	-1	-5	-1	-3	-1
MIN6 prolif	1	-4	-1	-5	-6
A3A deaminase	1	-3	0	-3	4
hIAP act	1.1	1.1	1.2	1.1	0.97

21	Cc1cn(C(=O)c2ccccc2)c(=S)n1-c1ccc(Br)cc1
22	COc1ccc(Nc2nc(-c3ccccc3)nc3ccccc23)cc1
23	COc1cc(OC)cc(-n2nnnc2SCC(=O)NCc2ccc3c(c2)OCO3)c1
24	COc1ccccc1C(CNC(=O)c1ccco1)N1CCCC1 (centres undefined)
25	C=CCSc1nnc(CNC(=O)c2ccccc2C)n1C(C)C

assay / entry	21	22	23	24	25
mIAP activ	0.99	0.86	1	1.1	0.95
NR3A LBD binder	-10	34*	-8	0	0
hIAP inh	-15	6	9	16	19
MPTP block	0.0	0.8	-0.6	-0.8	1.3
mIAP block	1	14	0	-6	5
A3G deaminase	-6	-6	1	-8	-6
MIN6 prolif	-1	-6	0	-1	2
A3A deaminase	0	-1	3	-2	-1
hIAP act	1.1	0.94	0.91	0.84	0.81

26	O=C(CCCC(=O)N(CC(=O)NC1CCCCC1)Cc1ccc2c(c1)OCO2)Nc1ccccn1
27	CCOC(=O)c1ccc2c(c1)nc(C)n2CC
28	Nc1nc(Cn2nnc(-c3ccccc3F)n2)nc(N2CCOCC2)n1
29	O=C(Nc1ccccc1)c1cc2ccccc2c(=O)s1
30	Cc1ccc(NC(=O)CC(=O)c2ccccc2)cc1C

assay / entry	26	27	28	29	30
mIAP activ	1	1.1	1.1	0.87	0.93
NR3A LBD binder	4	0	-1	-7	9
hIAP inh	-20	-10	8	4	1
MPTP block	-0.6	0.2	-2.7	15	1.1
mIAP block	-5	-7	-7	13	7
A3G deaminase	0	-2	-3	-9	-4
MIN6 prolif	-3	-1	0	0	0
A3A deaminase	-6	0	-5	-4	-1
hIAP act	1.2	1.1	0.93	0.96	0.99

31	CCN1C(=O)/C(=C/c2cnn(CC)c2C)SC1=S
32	COc1ccc2[nH]c(C)c(C(=O)CN(C)C)c2c1
33	COc1ccc(C(=O)Nc2ccc(N3CCCCC3)cc2)cc1Br
34	COc1ccc(NS(=O)(=O)c2ccc(-n3nnc4ccccc43)c([N+](=O)[O-])c2)cc1
35	CC1(C(=O)NC(=S)N(CCC#N)Cc2cccnc2)CC1(Cl)Cl (centres undefined)

assay / entry	31	32	33	34	35
mIAP activ	0.94	0.91	0.93	0.8	0.95
NR3A LBD binder	1	0	10*	4	·
hIAP inh	7	0	7	-22	4
MPTP block	0.7	-1.6	0.8	-53	·
mIAP block	6	9	7	20	5
A3G deaminase	-2	1	-5	-2	3
MIN6 prolif	0	-1	3	-2	-2
A3A deaminase	-1	5	-3	4	0
hIAP act	0.93	1	0.93	1.2	0.96

# Some of these compounds in order of their number in hIAP act, ascending:
no. | smiles | hIAP act
9 | COc1ccc(C(=O)N2CCCC(c3nc(-c4cc(OC)c(OC)c(OC)c4)no3)C2)cc1 (centres undefined) | 0.91
16 | Cn1c(-c2ccccc2)cnc1SCC(N)=O | 1.1
34 | COc1ccc(NS(=O)(=O)c2ccc(-n3nnc4ccccc43)c([N+](=O)[O-])c2)cc1 | 1.2

# (list continues)
36	CS(=O)(=O)N1CCC(Oc2ccccc2C(=O)NCCCc2cccnc2)CC1
37	CN(C)c1ccc(C2N(c3ccc(Cl)cc3)C(=O)C3CCCN32)cc1 (centres undefined)
38	CCOC(=O)C1CCCN(C(=O)C2CCN(S(=O)(=O)CC)CC2)C1 (centres undefined)
39	Cc1cc(C)c2c(-n3cccc3)c(C(=O)NNS(=O)(=O)c3ccc(F)cc3)sc2n1
40	O=C(N/N=C/c1ccc(N2CCOCC2)s1)c1ccc(NS(=O)(=O)c2cccs2)cc1

assay / entry	36	37	38	39	40
mIAP activ	1.1	1	1	0.92	0.82
NR3A LBD binder	-2	0	1	-1	3
hIAP inh	-2	-2	4	-13	-4
MPTP block	-1.9	-0.9	0.9	3.2	1.1
mIAP block	-5	-4	-3	8	18
A3G deaminase	-5	-9	-2	1	-4
MIN6 prolif	-3	-5	-2	1	-2
A3A deaminase	-6	-1	2	0	-1
hIAP act	1	1	0.96	1.1	1

41	O=C(c1ccc(-c2ccccc2)cc1)N1CCN(c2ccccc2F)CC1
42	Fc1cccc(Cl)c1Cn1ncc2ccccc21
43	O=C(N/N=C/c1ccccc1Cl)c1[nH]c2ccc(Br)cc2c1-c1ccccc1
44	COc1ccc(N(C(=O)CNC(=O)c2ccco2)C(C(=O)NC2CCCC2)c2cccnc2)cc1 (centres undefined)
45	O=c1c(-c2ccccc2)coc2cc(O)ccc12

assay / entry	41	42	43	44	45
mIAP activ	0.98	0.92	0.86	1	0.82
NR3A LBD binder	1	-2	29*	1	1
hIAP inh	-24	0	26	-7	6
MPTP block	-0.1	-0.5	82*	0.3	-1.0
mIAP block	2	8	14	-2	18
A3G deaminase	-1	-1	-6	-6	-8
MIN6 prolif	-2	1	-6	-1	4
A3A deaminase	-2	-2	-3	-1	-6
hIAP act	1.2	1	0.74	1.1	0.94

46	COc1ccc(CC(C)N2CCN(c3cccc(C(F)(F)F)c3)CC2)cc1OC (centres undefined)
47	CC1(C)Oc2ccc3ccc(=O)oc3c2/C(=C/NCCN/C=C2\C(=O)C(C)(C)Oc3ccc4ccc(=O)oc4c32)C1=O
48	CCC1CCCCN1CCCNC(=O)c1ccc2c(c1)N(Cc1ccc(F)cc1)C(=O)c1ccccc1S2=O (centres undefined)
49	Cc1cccc(Cl)c1OCCCCn1ccnc1
50	S=C(NCCCNC(=S)Nc1ccccc1)Nc1ccccc1

assay / entry	46	47	48	49	50
mIAP activ	0.97	0.86	1	1	0.9
NR3A LBD binder	0	·	-3	-1	5
hIAP inh	11	11	-7	-25	-3
MPTP block	2.1	·	0.3	-0.4	2.8
mIAP block	3	14	-2	-1	10
A3G deaminase	-5	-9	-5	-5	-3
MIN6 prolif	-4	1	-8	-1	-1
A3A deaminase	-1	-7	-6	-3	3
hIAP act	0.89	0.89	1.1	1.3	1

51	CCc1ccc2[nH]c3nc(SCC(=O)NCC4CCCO4)nnc3c2c1 (centres undefined)
52	CCOC(=O)CC1COCCN1C(=O)c1cc(COc2ccc(F)cc2Cl)on1 (centres undefined)
53	COC(=O)CCC(=O)N1CCCC(CO)(Cc2ccccc2F)C1 (centres undefined)
54	CCN(CC)C(=O)CSc1nc2sc(C)c(C)c2c(=O)[nH]1
55	CCc1nc(Cl)c(C#N)c2c1CSC(C)(C)C2

assay / entry	51	52	53	54	55
mIAP activ	1	1	1	1.1	0.97
NR3A LBD binder	0	-1	2	0	0
hIAP inh	-7	-19	4	-9	15
MPTP block	-0.9	-0.3	-0.2	-8.6	-1.5
mIAP block	-2	-4	-2	-7	3
A3G deaminase	-9	-8	-1	-9	-1
MIN6 prolif	1	-5	0	-2	-1
A3A deaminase	-4	-1	4	-1	2
hIAP act	1.1	1.2	0.96	1.1	0.85

56	Cc1nnc(SCC(=O)N2CCC(Cc3ccccc3)CC2)n(N)c1=O
57	O=C(/C=C/c1ccc(Br)o1)NC(c1ccccc1)c1ccccc1
58	O=C(COC(=O)c1cn(-c2ccccc2)nc1-c1ccccc1)Nc1ncc(Cl)cc1Cl
59	CCc1n[nH]c(=S)n1/N=C/c1c(C)nn(-c2ccccc2)c1Cl
60	Cc1[nH]c(=O)[nH]c(=O)c1S(=O)(=O)NCCOC12CC3CC(CC(C3)C1)C2
61	Nc1nn(-c2cccc(F)n2)cc1-c1ccccc1
62	CCCCNC(=O)COC(=O)c1ccc(Cl)c(S(N)(=O)=O)c1
63	COc1ccc(N2CCN(C(=S)Nc3ccc(F)cc3)CC2)cc1

assay / entry	56	57	58	59	60	61	62	63
mIAP activ	0.96	0.92	0.95	0.98	0.98	0.99	1	0.98
NR3A LBD binder	11*	20*	-6	-1	0	1	0	-1
hIAP inh	6	7	7	-6	4	8	16	12
MPTP block	1.6	34	8.8	1.0	0.7	0.5	0.2	0.0
mIAP block	4	8	5	2	2	1	-2	2
A3G deaminase	-9	-1	5	22	-3	-6	-7	-7
MIN6 prolif	-2	-5	-3	1	0	-3	0	1
A3A deaminase	-3	4	18	-8	1	-3	-3	-3
hIAP act	0.94	0.93	0.93	1.1	0.96	0.92	0.84	0.88

# Screening results: PubChem, Sanford-Burnham Center for Chemical Genomics
